Screens: PubChem BioAssay, several laboratories
MazF activator = activators of E. coli MazEF toxin-antitoxin RNase, primary screen, biochemical, fluorescence, uHTS; Endoribonuclease toxin MazF (Escherichia coli (strain K12)), P0AE70; FAM/BHQ RNA-DNA oligo cleavage fluorescence, 5 h; activation, % at 20 µM; 0.32% of 350,000 active; in the data active = activation above about 50%
Target sequence (P0AE70 whole entry, looked up): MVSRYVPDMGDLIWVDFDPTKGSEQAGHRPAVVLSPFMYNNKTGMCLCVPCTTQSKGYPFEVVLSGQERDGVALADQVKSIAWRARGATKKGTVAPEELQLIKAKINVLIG
FBA Mtb inh = Mtb FBA enzyme inhibitors, primary screen, biochemical, fluorescence, strain H37Rv. Fructose-bisphosphate aldolase (Mycobacterium tuberculosis (strain ATCC 25618 / H37Rv)), …. purified M. tuberculosis FBA, fluorescence read-out. inhibition, % at 1 µM. 2.3% of 360,000 active. AID 588726, 2011; in the data active = inhibition above about 27%;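 note: 0% = vehicle and 100% = reference inhibitor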
Target sequence (P9WQA3 whole entry, looked up): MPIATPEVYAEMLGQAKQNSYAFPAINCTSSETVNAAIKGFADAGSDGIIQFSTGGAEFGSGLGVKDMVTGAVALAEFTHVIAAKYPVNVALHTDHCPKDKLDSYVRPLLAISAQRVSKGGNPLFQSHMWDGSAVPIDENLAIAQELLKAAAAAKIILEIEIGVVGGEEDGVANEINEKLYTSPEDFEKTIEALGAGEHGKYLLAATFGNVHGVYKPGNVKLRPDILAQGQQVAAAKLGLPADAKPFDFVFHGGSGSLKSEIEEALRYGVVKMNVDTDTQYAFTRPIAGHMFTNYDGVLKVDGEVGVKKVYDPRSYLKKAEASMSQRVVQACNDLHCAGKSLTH
GDH-TPI counter = GDH-TPI coupling enzyme inhibitors, primary screen, artefact control for M. tuberculosis FBA inhibitor project, biochemical, absorbance, full deck; GDH-TPI coupled enzyme counterscreen, NADH absorbance; 1.2% of 360,000 active; inhibition, % at 4.8 µM; in the data active = inhibition above about 30%;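 note: 0% = DMSO wells and 100% = wells lacking the enzyme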
BoNT-F LC inh = BoNT/F light chain protease inhibitors, primary screen, biochemical, flow cytometry, MLPCN library | Botulinum neurotoxin type F light chain protease (Clostridium botulinum) | Multiplex microsphere protease cleavage assay | inhibition, % at 10 µM | 0.22% of 360,000 active | AID 588497, 2011; in the data active = inhibition above about 35%, passing the limit was not always enough; inconclusive = no clear call, values can overlap the other calls; note: plate controls were buffer without enzyme for full effect and enzyme alone for no effect
Mtb BioA inh = M. tuberculosis BioA enzyme inhibitors, primary screen, biochemical, plate reader, single point, HTS | 7,8-diaminopelargonic acid synthase BioA (Mycobacterium tuberculosis) | purified M. tuberculosis BioA enzyme | inhibition, % at 9.99 µM | 0.096% of 360,000 active | AID 602481, 2012; in the data active = inhibition above about 40%; inconclusive = no clear call, values can overlap the other calls
Rv3671c protease = Rv3671c serine protease inhibitors, primary screen, biochemical, fluorescence polarization, M. tuberculosis H37Rv. 0.048% of 320,000 active. P9WHR9. inhibition, % at 5.96 µM. AID 2606, 2010; in the data active = inhibition above about 38%;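 note: extracellular domain of Rv3671c used as enzyme; 0% = enzyme with DMSO and 100% = no enzyme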
Target sequence (P9WHR9 whole entry, looked up, the tested form may be a part): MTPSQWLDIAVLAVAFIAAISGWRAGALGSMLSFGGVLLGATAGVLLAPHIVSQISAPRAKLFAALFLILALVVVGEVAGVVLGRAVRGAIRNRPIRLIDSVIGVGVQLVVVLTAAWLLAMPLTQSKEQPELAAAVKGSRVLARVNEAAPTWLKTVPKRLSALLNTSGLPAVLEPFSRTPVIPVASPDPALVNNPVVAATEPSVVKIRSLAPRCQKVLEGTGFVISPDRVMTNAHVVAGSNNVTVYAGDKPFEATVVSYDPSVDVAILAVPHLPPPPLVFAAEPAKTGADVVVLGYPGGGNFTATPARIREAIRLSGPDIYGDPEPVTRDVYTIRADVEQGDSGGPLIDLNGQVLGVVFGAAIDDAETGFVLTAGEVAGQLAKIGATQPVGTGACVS
UGM FP inh = M. tuberculosis UGM enzyme inhibitors, primary screen, biochemical, fluorescence polarization, single point; purified UGM, fluorescence polarization probe displacement; 0.06% of 320,000 active; inhibition, % at 10 µM; AID 504406, 2011; UDP-galactopyranose mutase (Mycobacterium tuberculosis (strain ATCC 25618 / H37Rv)), …; in the data active = inhibition above about 10%, passing the limit was not always enough; inconclusive = no clear call, values can overlap the other calls
PrPC surface inh = inhibitors of human cell surface prion protein PrPC, primary screen, cell-based, TR-FRET. Major prion protein (Homo sapiens), P04156. TR-FRET read-out. inhibition, % at 13.8 µM. 0.43% of 370,000 active; in the data active = inhibition above about 24%; note: 0% = median of the test wells and 100% = reference compound wells
FadD28 FP inh = inhibitors of FadD28 bisubstrate probe binding, primary screen, biochemical, fluorescence polarization, single point | Mycobacterium tuberculosis FadD28 fatty-acid-AMP ligase | inhibition, % at 12.5 µM | 0.22% of 360,000 active; in the data active = inhibition above about 8.5%, passing the limit was not always enough; inconclusive = no clear call, values can overlap the other calls
An asterisk follows results filed as active; u = inconclusive; x = no result given; & = joins results of further samples.

SMILES	MazF activator	FBA Mtb inh	GDH-TPI counter	BoNT-F LC inh	Mtb BioA inh	Rv3671c protease	UGM FP inh	PrPC surface inh	FadD28 FP inh
CCOc1ccc(C(C(=O)NCCOC)N(CCOC)C(=O)CCC(=O)Nc2ccccn2)cc1 (stereo unspecified)	-1.7	0.2	5.2	2.5	-1.1	-5.9	-3.1	-6.1	-1.3
C#CCn1c2ccccc2c2nc3ccccc3nc21	-7.8	2.8	14.4	u	x	-10.3	1.2	-8.1	-3.0
CCCCc1ccc(S(=O)(=O)NNC(=S)NCc2ccco2)cc1	2.2	-2.0	7.0	-1.0	1.1	-7.0	0.9	3.5	-1.7
CCNC(=O)CSc1nnc(-c2cc(-c3ccc(Cl)cc3)nc3ccccc23)o1	-16.2	2.0	6.9	-2.9	-1.7	-1.3	1.3	-1.2	-1.9
COC(=O)C1=C(C)N(C)C(=O)NC1c1cc2c(cc1Br)OCO2 (stereo unspecified)	3.5	3.9	-0.8	-18.8	0.5	6.2	-2.0	5.1	-2.1
COCCNC(=O)C1CCCN(C(=O)c2nc3ccccc3s2)CC1 (stereo unspecified)	x	-0.4	2.2	3.7	0.7	x	x	-8.3	-1.1
CN(C)c1cc2c3ccccc3n(C)c2cc1N	0.9	71.2*	14.9	-25.7	-0.9	x	x	-4.2	-0.1
CC(C)C1N(C(=O)N(C)C)CCN1S(=O)(=O)c1ccccc1 (stereo unspecified)	11.6	2.5	2.3	-0.3	-0.6	5.2	1.6	7.6	0.1
CCO/C(C)=N/n1c2nc3ccccc3nc2c2c(=O)n(Cc3ccccc3Cl)c(C)nc21	-1.3	-3.9	32.8*	-3.8	-3.8	-9.2	-0.4	-25.5	-3.3
CCC(=O)NC(=S)Nc1ccc(S(=O)(=O)N2CCN(C)CC2)cc1	10.2	1.7	10.8	-3.7	x	-16.4	1.9	-4.4	-1.0

Reprinted at random: two compounds from above, in no set order.
SMILES	MazF activator	FBA Mtb inh	GDH-TPI counter	BoNT-F LC inh	Mtb BioA inh	Rv3671c protease	UGM FP inh	PrPC surface inh	FadD28 FP inh
COCCNC(=O)C1CCCN(C(=O)c2nc3ccccc3s2)CC1 (stereo unspecified)	x	-0.4	2.2	3.7	0.7	x	x	-8.3	-1.1
COC(=O)C1=C(C)N(C)C(=O)NC1c1cc2c(cc1Br)OCO2 (stereo unspecified)	3.5	3.9	-0.8	-18.8	0.5	6.2	-2.0	5.1	-2.1

More records.
SMILES	MazF activator	FBA Mtb inh	GDH-TPI counter	BoNT-F LC inh	Mtb BioA inh	Rv3671c protease	UGM FP inh	PrPC surface inh	FadD28 FP inh
COc1ccccc1C(CNC(=O)c1cccc(S(=O)(=O)N2CCCc3ccccc32)c1)N(C)C (stereo unspecified)	3.0	-0.8	5.6	-4.1	3.9	x	x	-6.4	-1.4
CC(C)N1CCC(=NNc2ccc(S(=O)(=O)N3CCOCC3)cc2[N+](=O)[O-])CC1	-7.6	-6.2	-4.1	-14.3	x	2.8	4.3	-21.9	-4.5
CC(C)(C)c1ccccc1OCC(=O)Nc1ncn[nH]1	1.2	11.4	7.7	-9.3	-0.8	4.9	-2.3	3.1	-0.1
C[C@]12CCC(=O)C[C@@H]1CC[C@@H]1[C@@H]2CC[C@]2(C)C=CC[C@@H]12	-4.1	2.8	9.8	-6.2	-1.7	10.2	-1.5	-3.4	-1.2
O=C(Nc1cccc(S(=O)(=O)NC2=NCCC2)c1)c1cc(=O)[nH]c2ccccc12	-0.6	2.2	7.6	u	-0.4	-2.8	-0.8	-2.0	-2.7
O=C(O)/C=C/C(=O)Nc1ccc(S(=O)(=O)Nc2nccs2)cc1	7.6	-4.4	4.7	-7.9	0.0	0.0	-0.1	8.4	-0.4
C[C@@H]1CN([C@@H](C)CO)S(=O)(=O)c2ccc(Br)cc2O[C@@H]1CN(C)C(=O)c1ccncc1	4.2	2.4	0.0	-0.3	-1.1&4.9	x	x	5.8	1.3
CC(C)(C)c1ccc(Oc2ccc(NC(=O)C3CC=CCC3C(=O)O)cc2)cc1 (stereo unspecified)	4.8	0.3	0.0	-5.6	3.3	-9.6	0.6	-5.2	-8.2
C[C@@H]1C[C@@H]([C@H](O)CC2CC(=O)NC(=O)C2)C(=O)[C@@H](C)C1	5.7	0.1	8.3	-2.7	0.6	-4.4	0.4	82.4*	-1.9
COc1ccc(C(CCNCc2ccccc2F)c2ccc(F)cc2)cc1 (stereo unspecified)	0.9	1.5	-0.4	-5.7	x	-4.4	-2.9	-5.8	-4.5
COc1ccc(C(=O)NCc2nnc(SCC(=O)N3CCCCCC3)o2)cc1OC	-0.4	2.5	0.9	x	-0.5	-8.7	5.7	-1.2	-2.7
COc1ccc(NC(=S)NC(NC(=O)CF)C(Cl)(Cl)Cl)c([N+](=O)[O-])c1 (stereo unspecified)	-5.9	0.0	-6.0	4.7	x	-2.2	-0.3	-1.9	-0.7
COc1ccc(CCN2CC(C(=O)N(C)C3CCOCC3)CCC2=O)cc1 (stereo unspecified)	-23.3	1.5	-2.5	1.6	0.0	-5.1	-2.0	-2.2	0.3
Cc1ccc(C(=O)N/N=C\c2cccnc2)s1	1.0	-1.3	8.2	-0.5	8.3	-1.4	-1.3	-3.6	0.4
O=C(O)Cc1ccc2ocnc2c1	-1.2	-1.9	-7.9	11.4	0.2	-5.4	4.5	-0.9	-0.5
COc1ccc(N2CCN(C(=O)c3ccccc3)CC2)c([N+](=O)[O-])c1	-0.5	0.8	24.4	8.8	6.6	-3.7	1.1	-23.9	-0.9
CCCC(=O)Nc1nnc(/C=C/c2ccccc2)s1	-11.1	19.2	25.6	x	-1.5	-8.9	-1.0	6.7	-1.0
O=C(Nc1cccc(S(=O)(=O)N2CCCCCC2)c1)C1CC(=O)N(c2ccc3c(c2)OCCO3)C1 (stereo unspecified)	3.4	-3.6	2.5	-4.6	-1.3	1.2	1.2	8.7	2.4
Cc1cccc(OCc2nnc(SCC(=O)Nc3sc(C)c(C)c3C#N)n2C)c1	-13.2	-3.9	16.9	0.5	0.1	3.8	0.8	0.7	-0.8
CC12CCC(C(=O)CC1=O)C2(C)C (stereo unspecified)	5.8	3.5	10.3	-2.2	x	x	x	0.5	-1.4

Record cards, from the list above:
COc1ccc(CCN2CC(C(=O)N(C)C3CCOCC3)CCC2=O)cc1 (stereo unspecified) is listed with MazF activator = -23.3; FBA Mtb inh = 1.5; GDH-TPI counter = -2.5; BoNT-F LC inh = 1.6; Mtb BioA inh = 0.0; Rv3671c protease = -5.1; UGM FP inh = -2.0; PrPC surface inh = -2.2; FadD28 FP inh = 0.3
COc1ccc(NC(=S)NC(NC(=O)CF)C(Cl)(Cl)Cl)c([N+](=O)[O-])c1 (stereo unspecified) is listed with MazF activator = -5.9; FBA Mtb inh = 0.0; GDH-TPI counter = -6.0; BoNT-F LC inh = 4.7; Mtb BioA inh = x; Rv3671c protease = -2.2; UGM FP inh = -0.3; PrPC surface inh = -1.9; FadD28 FP inh = -0.7

(cont.)
SMILES	MazF activator	FBA Mtb inh	GDH-TPI counter	BoNT-F LC inh	Mtb BioA inh	Rv3671c protease	UGM FP inh	PrPC surface inh	FadD28 FP inh
CCN1C[C@@]2(COC)C3[C@@H](OC)[C@H]4[C@@H]1[C@@]3(C1C[C@H]3[C@H](OC(=O)c5ccccc5)C1[C@]4(OC(C)=O)C[C@H]3OC)[C@@H](OC)C[C@H]2O (stereo partly specified)	-0.7	0.3	2.1	-11.6	-0.5	-8.8	-0.5	x	-0.2
COc1ccc(S(=O)(=O)NC(C)C(=O)Nc2ccccc2C(F)(F)F)cc1 (stereo unspecified)	-3.2	0.8	-4.3	-6.5	-0.3	0.3	-2.1	-0.6	-2.4
OC1(c2ccccc2Cl)NN=C2CCCCCN21 (stereo unspecified)	-3.7	5.8	7.3	-7.0	x	-1.0	-0.4	-9.8	-0.8
COCCNC(=O)CSc1ccccc1C(=O)NCC1CCCCC1	-12.7	0.1	-11.2	0.3	x	-1.0	-1.2	-3.8	-3.3
CC(C)NS(=O)(=O)c1ccc(CCC(=O)N2CCOCC2)cc1	1.9	0.3	-8.0	-0.1	-0.3	-5.2	2.1	1.4	-2.1
COc1ccc(CN2CC(C(=O)NCc3ccc4c(c3)OCO4)CC2=O)cc1 (stereo unspecified)	-2.2	1.7	4.3	-6.6	x	-4.6	-2.7	-8.3	-2.9
COc1cccc(-n2c(=O)c3cc(OC)c(OC)cc3n(CC(=O)Nc3cc(C)[nH]n3)c2=O)c1	-6.3	12.6	2.2	6.1	-3.6	-7.7	-0.7	-1.6	-0.8
N=c1ccn(O)cc1CCc1ccccc1	3.6	-1.0	-0.9	-3.0	-1.9	x	x	11.4	-3.2
O=C1NC2(CCCCCC2)N=C1c1ccc(F)cc1	1.5	0.1	-2.1	1.8	-3.3	-11.1	-1.7	1.3	-0.8
CC(=O)N1CCN(S(=O)(=O)c2ccc3c(c2)OCCO3)CC1	3.0	1.4	-3.2	x	-0.3	3.6	-1.5	4.5	-3.6
CC1CCCCN1C(=O)COC(=O)CNC(=O)c1ccc(Cl)cc1Cl (stereo unspecified)	-0.9	-0.4	8.6	-9.1	x	3.2	-0.3	7.2	1.3
Cc1ccc(S(=O)(=O)N2CCN(C(=O)Cn3c(=O)cnc4ccccc43)CC2)c(C)c1	52.1*	3.8	10.9	5.7	2.2	4.4	6.7	-21.7	-4.2
CC(C)(C)CN1CCNC(=O)C1CC(=O)NCCN1CCCc2ccccc21 (stereo unspecified)	-12.5	1.3	-3.9	-3.1	x	7.8	4.3	-6.0	-1.9
C#CCOc1ccc(Br)cc1/C=N/O	-0.8	-2.1	0.8	1.8	x	-8.5	0.6	2.8	-4.6
Cc1cc(C(=O)NC2CCCc3ccccc32)c(C)o1 (stereo unspecified)	7.0	-1.9	-0.9	3.7	-0.6	-4.9	-2.7	-4.8	0.0
O=C(O)c1c(-c2ccc(Cl)cc2)cn2ccccc12	6.2	-0.5	0.6	3.3	x	-0.7	2.9	-3.1	-3.8
COc1ccc(Oc2cnn(-c3ccccc3)c(=O)c2Br)cc1	8.0	3.8	1.2	-4.1	x	-1.1	0.9	26.6*	-2.8
COc1ccc(CNC(=O)CSC(=S)N2CCCC2)cc1	1.6	6.3	6.6	-4.1	-2.4	x	x	-3.8	-0.7
CCCn1c(=O)n(CC(=O)NCC2CCCO2)c(=O)c2c3c(sc21)COC(C)(C)C3 (stereo unspecified)	-9.1	-1.8	-8.3	-2.3	0.8	5.4	0.4	0.7	0.1
CCCC(NC(=O)CCl)c1ccccc1 (stereo unspecified)	4.3	3.2	2.2	-3.9	x	-12.4	1.8	-12.4	1.3
O=C(COC(=O)c1ccc2ccccc2n1)Nc1ncc(C(F)(F)F)cc1Cl	0.9	3.3	19.8	1.7	-1.9	9.8	0.3	-1.6	-0.1
CCC(C)(C)n1nnnc1C(c1ccc(OC)c(OC)c1)N1CCN(c2ccc(OC)cc2)CC1 (stereo unspecified)	-5.9	3.9	-5.0	-16.9	3.5	-0.3	0.9	-1.5	-2.3
Cc1cc(C)n(C(=O)c2ccc(Cn3nc(C)c(Br)c3C)o2)n1	-16.5	-3.4	6.4	-3.6	x	-1.2	2.5	-5.5	-6.8

Part of the list above, showing only BoNT-F LC inh.
| Compound | BoNT-F LC inh |
| --- | --- |
| C#CCOc1ccc(Br)cc1/C=N/O | 1.8 |
| Cc1cc(C(=O)NC2CCCc3ccccc32)c(C)o1 (stereo unspecified) | 3.7 |
